Runt-SMMHC FRET – Runt domain-CBFb-SMMHC interaction inhibition. Cerulean-Runt/Venus-CBFb-SMMHC FRET ratio 530/480, 1 h. inhibition, % at 20 µM. 220,000 tested, 0.74% active. AID 1434;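 active = mean inhibition across duplicate retests at 20 µM reaching about 50%, limit read from the data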;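 note: 0% = DMSO wells and 100% = wells with excess untagged CBFb-SMMHC; inhibitors lower the FRET ratio by blocking Runt binding to CBFb-SMMHC; some results filed as inactive read as strong as hits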
Target sequence (Q01196 whole entry, looked up, the tested form may be a part): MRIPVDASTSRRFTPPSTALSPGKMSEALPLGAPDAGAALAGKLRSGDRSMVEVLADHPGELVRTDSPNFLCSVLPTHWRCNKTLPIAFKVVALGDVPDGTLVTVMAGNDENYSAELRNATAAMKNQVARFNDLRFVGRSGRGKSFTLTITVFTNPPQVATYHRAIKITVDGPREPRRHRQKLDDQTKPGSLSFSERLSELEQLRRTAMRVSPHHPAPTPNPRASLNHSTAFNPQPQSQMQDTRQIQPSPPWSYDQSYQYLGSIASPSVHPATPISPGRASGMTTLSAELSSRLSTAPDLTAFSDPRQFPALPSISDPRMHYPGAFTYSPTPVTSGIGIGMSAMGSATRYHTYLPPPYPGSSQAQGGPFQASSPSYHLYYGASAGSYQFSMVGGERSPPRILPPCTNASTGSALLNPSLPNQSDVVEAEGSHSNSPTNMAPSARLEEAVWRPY
Target sequence (Q13951 whole entry, looked up, the tested form may be a part): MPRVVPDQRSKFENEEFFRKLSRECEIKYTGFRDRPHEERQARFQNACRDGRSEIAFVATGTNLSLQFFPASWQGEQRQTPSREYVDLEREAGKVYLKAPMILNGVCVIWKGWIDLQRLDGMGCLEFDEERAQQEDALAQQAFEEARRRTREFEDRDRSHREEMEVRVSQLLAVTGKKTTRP
PERK inh – blocks human PERK kinase | 220,000 tested, 0.17% active | inhibition, % at 5.6 µM | CHO PERK-DD fusion, SEAP luminescence translation reporter;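 active = inhibition above the mean inhibition of all tested compounds plus 3 SD, set separately per screening campaign, cut at about 2.9% in these data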;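 note: PERK kinase domain activated by AP20187 dimerizer at 100 nM; 0% = DMSO with dimerizer and 100% = rapamycin at 8.4 µM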
Runt-CBFb FRET – inhibitors of human RUNX1 Runt domain binding to CBFb | inhibition, % at 20 µM | Cerulean-Runt/Venus-CBFb FRET ratio 530/480, 1 h | 220,000 tested, 0.46% active;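 active = inhibition over about 50% at 20 µM in the single-dose screen, limit read from the data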;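 note: 0% = DMSO wells and 100% = excess unlabeled CBFb competitor control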
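System: Cerulean-labeled Runt domain protein | Quantity: 100 nM of each labeled protein | Schedule: 1 h compound exposure, room temperature | Detection: Fluorescence energy transfer, 422 nm excitation, 530/480 nm emission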
TNF death inh – blocks TNF-alpha induced death of Jurkat FADD-/- cells. Jurkat FADD-/- TNF necroptosis rescue, ATP luminescence, 24 h; 0 = TNF only, 100 = no-TNF cells. activation (protection from cell death), % at 10 µM. 220,000 tested, 0.068% active;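 active = activation, meaning protection from cell death, of at least 50% relative to plate controls; inactive = activation below 50%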;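 note: necroptosis triggered by 40 ng/mL TNF-alpha added together with compound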
Hck-Nef inh – inhibitors of human Hck kinase activated by Nef. P08631. AID 463187. 220,000 tested, 0.68% active. Recombinant Hck-YEEI plus Nef, Z-Lyte FRET kinase assay. inhibition, % at 20 µM;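 active = Hck-Nef kinase inhibition above about 50%, limit read from the data; inactive = inhibition below that limit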;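 note: 0% = DMSO with Hck plus Nef and 100% = Hck alone without Nef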
PGE2 EP2 inh – inhibitors of human EP2 prostaglandin E2 receptor | C6 glioma cells expressing human EP2, cAMP TR-FRET; cells stimulated with saturating PGE2 | inhibition, % at 25 µM | 260,000 tested, 0.52% active | AID 1422;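 active = percent inhibition above 40 after rounding to a whole number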;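 note: rat C6 glioma host cells with rolipram phosphodiesterase inhibitor present; the protocol text gives 20 µM as final concentration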
L929 necroptosis – blocks zVAD induced death of L929 cells; L929 zVAD necroptosis rescue, ATP luminescence, 24 h; with zVAD 60 µM; viability rescue, % at 10 µM; 220,000 tested, 0.38% active; AID 1377;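 active = activation, scaled between plate controls, above about 75%, limit read from the data; inactive = activation under that limit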;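 note: 0% = zVAD with DMSO and 100% = DMSO alone without zVAD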
EP2 mod – modulators of human EP2 prostaglandin E2 receptor; 260,000 tested, 0.83% active; EP2-expressing cells, cAMP HTRF FRET, PGE2 co-stimulation; induction, % at 25 µM;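 active = compounds whose cAMP rise, as percent of the full-agonist control response, exceeds 60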;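 note: rat C6 glioma line stably carrying human EP2 under a CMV promoter; the protocol text gives 20 µM as final concentration; 100% = response of wells given 1 µM PGE2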
RBBP9 inh – blocks human serine hydrolase RBBP9; inhibition, % at 7.94 µM; recombinant RBBP9, FP-Rh probe fluorescence polarization; 220,000 tested, 0.2% active;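 active = inhibition above the campaign mean of all tested compounds plus 3 SD, cut at about 14% in these data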;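 note: plate controls were DMSO wells with RBBP9 for no effect and wells lacking RBBP9 protein for full effect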
Target sequence (O75884 whole entry, looked up): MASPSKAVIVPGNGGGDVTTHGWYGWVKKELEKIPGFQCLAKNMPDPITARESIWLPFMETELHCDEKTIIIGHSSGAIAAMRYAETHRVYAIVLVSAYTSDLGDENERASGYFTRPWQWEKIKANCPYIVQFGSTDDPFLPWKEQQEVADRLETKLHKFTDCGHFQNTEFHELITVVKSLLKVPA
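System: RBBP9 protein / Quantity: 2.5 µM RBBP9 dispensing solution, before mixing / Also added: Serine-hydrolase probe FP-Rh, 375 nM pre-mixing / Dosing: 7.94 µM single dose, 0.794% DMSO / Timing: enzyme-compound preincubation 30 min, then probe labeling 45 min, 25 °C / Signal: FP readout at 525/598 nm / Controls: DMSO-treated enzyme wells and wells lacking RBBP9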
Numbers without * were called inactive; x = not tested or not shown; + = active, no number; & = joins results of further samples. An excerpt; the hit share may differ from the screen's.

Second line of a record – Runt-SMMHC FRET	PERK inh	Runt-CBFb FRET	TNF death inh	Hck-Nef inh	PGE2 EP2 inh	L929 necroptosis	EP2 mod	RBBP9 inh
1. COc1ccc(C(CC(=O)O)NS(=O)(=O)c2ccc(C)cc2)cc1 (stereo not given)
    -6	-0.3	1	0.3	1	16	-0.1	24	4
2. Cc1ccc(C2NC(c3ccc(C)cc3)C(C)C(=O)C2C)cc1 (stereo not given)
    -1	0.0	2	-0.1	-4	9	-0.8	25	-11
3. Cc1cccc2sc(NC(=O)[C@H](C)N3C(=O)C4CC=CCC4C3=O)nc12 (stereo not given in full)
    1	-0.1	-1	0.6	-11	15	-0.1	-17	-8
4. CCc1ccc(OCC(=O)NNC(=O)c2cc3ccccc3o2)cc1
    -4	0.3	5	0.2	16	19&9	3.2	-9&-4	-1
5. COc1ccccc1CNC(=O)CCCn1c(=O)c2ccccc2n(CC(=O)NC2CCCC2)c1=O
    2	-0.1	x	-2.7	1	2	-0.6	-7	-10
6. CCCC(C)NC(=O)c1sc2nc3n(c(=O)c2c1C)CCC3 (stereo not given)
    2	0.3	-4	0.3	23	7	0.8	18	-11
7. CCOC(=O)C1=C(C)Nc2ccccc2N=C1N
    -4	0.1	2	-0.2	5	1	0.1	6	-4
8. O=S(=O)(Nc1ccc(-c2nc3cccnc3s2)cc1)c1ccccc1F
    146*	-1.3	81*	-0.2	+	8	0.3	-31	-6
9. CSc1nc2ccc(NC(=O)c3c(-c4ccccc4)noc3C)cc2s1
    1	-0.9	3	4.5	13	1	0.8	31	-10
10. O=S1(=O)CCN2N=C(C34CC5CC(CC(C5)C3)C4)SC2=N1
    4	-0.2	0	0.1	13	-2	1.2	-36	-7
11. CCOc1ccc2c(c1)sc1nc(C(=O)OC)cc(=O)n12
    x	0.7	x	-1.0	1	6	-0.1	x	6
12. COc1cc(/C=C2\SC(=N)N(c3ccc4c(c3)OCO4)C2=O)cc(OC)c1O
    -71	0.6	-29	3.0	7	11	0.3	1	9
13. CC(=O)/C(=N\Nc1ccc(Cl)cc1Cl)Sc1nnc(-c2ccccc2)n1-c1ccccc1
    5	0.9	2	-0.8	5	11	0.3	19	-5
14. CCN(CC)S(=O)(=O)c1ccc(OCC(=O)NCc2ccccc2)cc1
    -4	0.8	-4	-0.7	2	10	-0.1	-10	-5
15. CCCCCC(=O)Nc1cccc(-c2nc3ncccc3o2)c1
    3	-0.3	-9	0.5	0	-2	0.8	-34	-5
16. CCCNC(=O)c1ccc2c(c1)C1C3CCC(C3)C1C(c1ccccc1)N2 (stereo not given)
    -2	-1.1	1	-1.5	-4	5	-0.7	21	-9
17. COc1ccc(N2C(=O)C3NN=C(C(=O)OCc4ccccc4)C3C2=O)cc1 (stereo not given)
    1	0.4	0	0.8	16	9	8.5	30	-2
18. C=CCNCC(O)COc1ccc(C(C)=O)cc1OC (stereo not given)
    -7	1.2	0	3.8	-3	9	0.1	-9	-3
19. CCOC(=O)CSC(C)C(=O)Nc1nnc(C(C)C)s1 (stereo not given)
    -2	0.9	x	0.4	5	8	1.1	36	-3
20. CC(C)[C@H](NC(=O)OC(C)(C)C)c1nnc(SCC(=O)Nc2ccc(Br)cc2)o1
    -2	-0.9	0	-0.8	1	6	0.2	-2	1
21. C=CCn1c(SCC(=O)Nc2cccc3ccccc23)nnc1-c1cnccn1
    3	-0.7	0	-0.2	0	5	-0.1	24	-8
22. O=C(C1CCCN(Cc2ccccc2)C1)N1CCc2ccccc2C1 (stereo not given)
    1	-1.0	0	1.9	1	5	0.8	-20	4
23. Cc1ccc(NC(=O)c2ccccc2-c2cc(C)no2)cc1
    -7	2.1	2	-0.6	-1	6	0.1	-24	-6
24. COc1ccc(C2=CC(c3sccc3C)n3nnnc3N2)cc1 (stereo not given)
    -21	-0.7	-2	-0.2	1	13	-0.3	-6	-6
25. O=C1CC(c2ccccc2)n2nc(NC(=O)c3ccccc3)nc2N1 (stereo not given)
    -7	1.4	-3	-2.5	1	8	0.6	17	2
26. CC(C)(C)NC(=O)CSc1nncn1NCc1cccc2ccccc12
    -1	-1.5	-2	0.5	-19	12	-0.9	21	-3
27. COc1ccc(CCNC(=O)c2cc(-c3ccco3)on2)cc1OC
    -3	0.7	3	-7.4	2	4	0.5	-18	-2
28. O=C(COC(=O)CCC(=O)c1cccs1)Nc1ccccc1[N+](=O)[O-]
    0	-0.7	-2	0.4	6	6	1.8	-1	-9
29. CCS(=O)(=O)C(C)(CCl)C(=O)Nc1ccc(C(=O)OC)cc1 (stereo not given)
    0	-0.5	7	4.1	17	8	2.8	13	-8
30. N/C(=N\OC(=O)CCCOc1ccc(Cl)cc1Cl)c1ccncc1
    -1	1.4	-4	-0.9	8	8	2.5	-15	2
31. COc1cc(CNc2nc(C)c([N+](=O)[O-])c(C)c2C#N)cc(OC)c1OC
    2	-1.1	-3	1.7	2	10	0.6	-8	1
32. CCCCN(C)S(=O)(=O)c1ccc(C(=O)Nc2nnc(C3=COCCO3)o2)cc1
    3	0.3	-1	0.9	7	11	2.1	28	-9
33. CCc1nnc(NC(=O)CSc2nnc(COc3cccc(C)c3)o2)s1
    6	1.4	2	-0.1	2	14	-0.2	-25	-2
34. COc1ccc2ccccc2c1/C=N/NC(=O)CC1(C)OCCCO1
    -4	1.3	-1	0.4	8	9	0.0	-28	-5
35. C[n+]1ccc(/C=C/c2ccc(Br)cc2)cc1
    7	0.5	-5	-2.2	-2	11	0.0	14&-14	-4
36. Cc1nn(-c2nc3ccccc3s2)c(N)c1-c1ccccc1
    -5	-0.2	0	1.5	12	7	0.5	-18	-4
37. CCC1SC(CC)C(=O)N(CC(=O)NCc2ccc(F)cc2)C1=O (stereo not given)
    3	1.0	-1	0.2	0	7	1.5	19	-5
38. COc1ccc(OC)c(NC(=O)Cn2c(CCC(=O)O)ccc2-c2cccs2)c1
    17	0.8	14	-0.1	16	10	0.3	29	8
39. Cc1ccc(-n2c(C)nn(CCOc3ccccc3)c2=O)cc1
    2	0.6	0	13	1	14	1.4	-1	-8
40. CCCOc1ccc(OCCSc2nnc(N)s2)cc1
    -2	0.8	5	-15	-1	17	-0.2	-20	6
41. Cc1nc(N2CCN(C(=O)c3ccc(Cl)cc3)CC2)c(C#N)c2c1COC(C)(C)C2
    -2	-1.0	-1	-0.9	15	15	-0.9	-12	-8
42. CCOC(=O)NC(NC(=S)Nc1ccccc1[N+](=O)[O-])C(Cl)(Cl)Cl (stereo not given)
    3	-0.7	23	0.8	0	5	0.6	12	-3
43. Cc1cccc(OCc2nnc(SCc3cc(=O)n4cc(Br)ccc4n3)o2)c1
    -1	x	-1	x	x	19	x	-11	x
44. O=c1cc(-c2ccc(O)cc2)oc2c(C3OCC(O)C(O)C3O)c(O)c(C3OC(CO)C(O)C(O)C3O)c(O)c12 (stereo not given)
    5	x	2	0.9	31	10	-0.4	15	x
45. CC(=O)OC(C(=O)N1CCN(c2ccccc2F)CC1)c1ccccc1 (stereo not given)
    3	-0.4	2	-1.4	0	12	-0.3	8	-3
46. CSc1nnc(-c2cc(C)on2)n1-c1ccccc1
    4	-0.1	-2	0.4	2	9	0.6	11	-5
47. Cc1ccc(/C=N/NC(=S)N2CCOCC2)cc1
    6	0.2	7	0.6	6	3	2.0	-2	-6
48. CNC(=S)N1N=C(c2ccc(OC)cc2)CC1c1ccccc1Cl (stereo not given)
    -2	-0.3	0	6.2	7	13	0.1	21	-6
49. O=c1cc(-c2ccc(O)cc2)oc2c(O)c(O)c(O)c(O)c12
    -2	0.8	24	0.3	26	23	-0.1	-16	-7
50. O=c1cc(CN2CCN(c3ccc(F)cc3)CC2)c2cc3c(cc2o1)CCCC3
    3	-0.8	2	-0.3	2	8	-0.2	8	0
51. Nc1cc(-c2ccc(Br)cc2)nn1S(=O)(=O)c1cccc2nsnc12
    2	0.3	4	0.6	1	x	0.2	-34	-6
52. COCCCNC(=O)CNC(=S)N(Cc1ccccc1F)C1CCCCC1
    0	-0.5	1	-1.7	3	7	0.2	33	3
53. CCCCCCCCCCCCCCCC(=O)OC[C@H](COP(=O)([O-])OCC[N+](C)(C)C)OC(=O)CCCCCCCCCCCCCCC
    -3	3.0*	2	2.1	-1	18	3.5	16	-12
54. O=S(=O)(c1ccc(Cl)s1)N1CCCCC1
    4	0.8	0	0.6	15	5	0.6	39	0
55. CCN(CC)C(=O)CCCc1c[nH]c2ccccc12
    -2	-0.1	-2	0.3	11	19&1	-1.5	-45&-36	-4
56. CCn1c(=O)c(C(=O)NNS(=O)(=O)c2ccc(Cl)cc2)c(O)c2ccccc21
    4	-0.4	-3	2.7	-1	3	2.1	16	-4
57. N#Cc1ccccc1NC(=O)c1ccccc1OCC(=O)Nc1ccc2c(c1)oc1ccccc12
    x	0.9	x	4.1	22	-3	-0.3	x	-9
58. CCN(CC)c1ccc(/C=N/n2c(=S)[nH]nc(C)c2=O)cc1
    3	0.6	0	-0.2	0	9	-1.1	7	-9
59. Cc1ccc(-c2noc(C3CCCN(C(=O)c4ccccc4)C3)n2)o1 (stereo not given)
    0	-0.9	0	-2.3	0	5	-0.2	-16	-12
60. COc1cc(C(=O)Nc2cc(C)cc(C)c2)c(-n2cnnn2)cc1OC
    -3	0.9	1	2.4	18	5	6.2	-22	-11

(next part)
Second line of a record – Runt-SMMHC FRET	PERK inh	Runt-CBFb FRET	TNF death inh	Hck-Nef inh	PGE2 EP2 inh	L929 necroptosis	EP2 mod	RBBP9 inh
61. O=C(CN1CCCCC1)Nc1ccccc1Oc1ccccc1
    -4	0.3	-2	-4.8	3	17	-0.4	48	-7
62. O=C(N/N=C/c1ccncc1)C1C2CCCCCCC21 (stereo not given)
    4	0.4	-3	-3.5	-3	6	x	20	-6
63. COc1ccc(NC(=O)/C=C/C(=O)O)c([N+](=O)[O-])c1
    -2	0.1	0	1.9	5	13	0.3	1	-4
64. COc1ccc(OC)c(NC(=O)CSc2nc(C)cs2)c1
    -1	-0.3	1	0.7	-1	8	-0.1	16	-1
65. N#C/C(=C\c1cn(Cc2ccc(C#N)cc2)c2ccccc12)C(=O)NCc1cccs1
    -8	0.5	-2	2.0	1	7	1.5	15	-7
66. Cc1c(NC(=O)/C(=C/c2cccs2)c2cccs2)c(=O)n(-c2ccccc2)n1C
    -4	0.3	0	-0.1	4	8	-0.8	12	-4
67. O=c1c2ccccc2c(/C=N/NS(=O)(=O)c2ccccc2)c(O)n1-c1ccccn1
    -6	0.5	5	-0.6	10	8	0.3	-13	-2
68. O=[N+]([O-])c1ccccc1SNc1ccc(Br)cn1
    -4	0.0	-1	46	30	7	0.3	28	-10

Shown as tab-separated lines: entries from further up
nr	SMILES	Runt-SMMHC FRET	PERK inh	Runt-CBFb FRET	TNF death inh	Hck-Nef inh	PGE2 EP2 inh	L929 necroptosis	EP2 mod	RBBP9 inh
60	COc1cc(C(=O)Nc2cc(C)cc(C)c2)c(-n2cnnn2)cc1OC	-3	0.9	1	2.4	18	5	6.2	-22	-11
61	O=C(CN1CCCCC1)Nc1ccccc1Oc1ccccc1	-4	0.3	-2	-4.8	3	17	-0.4	48	-7
